KB-V1 cytotox: KB-V1 MDR subline cytotoxicity. Potency, µM (doses to about 46.1 µM), inactives show top-dose activity change, negative = cytotoxicity, actives largely listed as cytotoxic. KB-V1 MDR cells viability, CellTiter-Glo, 72 h. 400,000 compounds, 3.4% hits. AID 1347076; further: potency means the concentration at half of the fitted maximal effect; on the % scale 0 is the no-effect control and ±100 the full control effect; nearly all actives have a fitted effect of over 60% in size
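qHTS viability screen in drug-selected KB-V1 MDR cells: 72 h compound treatment at 37 degrees C, ATP luminescence end point.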
MCF10A rereplic: inducers of DNA re-replication in MCF 10A breast cells; Potency, µM (doses to about 46.1 µM), without a hit: at the highest dose activity, positive = re-replication, usual class: activators; MCF 10A DNA re-replication, Hoechst nuclear intensity, 48 h; 350,000 compounds, 2.9% hits; further: potency means the concentration at half of the fitted maximal effect; % of control where 0% means no effect; nearly all actives have a fitted effect of over 50% in size
S2 tox: cell viability loss in ATXN counter-screen; S2 cells (HEK-293 line with an ATXN2-luciferase reporter) viability, CellTiter-Fluor protease fluorescence, 24 h; Potency, µM (titrated, usually from 56.7 µM), actives largely listed as cytotoxic; 400,000 compounds, 0.49% hits; AID 651635; further: potency means the concentration at half of the fitted maximal effect; nearly all actives have a fitted effect of over 40% in size
SW480 rereplic: induces DNA re-replication in SW480 colon adenocarcinoma cells. SW480 DNA re-replication, Hoechst DNA content imaging, 48 h. 340,000 compounds, 1.8% hits. Potency, µM (series often up to 46.1 µM), inactives show at the highest dose re-replication activation, most hits filed as activators; further: potency means the concentration at half of the fitted maximal effect; % of control where 0% means no effect; nearly all actives have a fitted effect of over 55% in size
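Quantitative HTS format with DMSO vehicle controls; 48 hr drug incubation at 37 C, then 40 min Hoechst staining and scanning imager measurement at 405 nm excitation.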
IL-1B inflam inh: inhibitors of inflammasome signaling (IL-1 beta secretion); THP-1 LPS/ATP IL-1B secretion, AlphaLISA, 16 h; stronger effect = lower value; activity change, % at 57.5 µM; 360,000 compounds, 4.7% hits; in the data active means activity change below about -50%; inconclusive means mostly about -30% to -49%; further: on the % scale 0 is the no-effect control and ±100 the full control effect
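Secreted IL-1B measured by AlphaLISA bead assay after 16 h compound exposure of THP-1 cells; compounds (final up to 57.5 uM) added 1 h before LPS (250 ng/mL) and ATP (1.25 mM) stimulation; lower signal means less secretion.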
KB-3-1 tox: kills parental KB-3-1 adenocarcinoma cells; AID 1347075; 400,000 compounds, 1.4% hits; Potency, µM (series often up to 46.1 µM), for the others: at the highest dose activity change, negative = cytotoxic, usual class: cytotoxic; KB-3-1 viability, CellTiter-Glo ATP luminescence, 72 h; further: potency means the concentration at half of the fitted maximal effect; on the % scale 0 is the no-effect control and ±100 the full control effect; nearly all actives have a fitted effect of over 60% in size
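Cells are dispensed, compounds pinned in, plates held at 37 °C for 72 h, then CellTiter-Glo is added and luminescence read after 10 minutes. Cell line: parental KB-3-1 in phenol-red-free DMEM, 10% FBS.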
HT1080 IDH1KD tx: HT-1080 IDH1 knockdown cell toxicity (counter line). AID 686971. Potency, µM (doses to about 46.1 µM), inactives show at the highest dose activity, negative = toxicity, hits mostly cytotoxic. HT-1080 IDH1 knockdown viability, ATP luminescence, 48 h. 360,000 compounds, 2% hits;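 further: potency means the concentration at half of the fitted maximal effect; 0% = DMSO wells and -100% = cell-free medium wells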
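% activity derives from luminescence (CellTiter-Glo), normalised to DMSO and no-cell wells. HT-1080-IDH1KD cells, 750/well, had 48 h compound exposure at 37 °C.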
ATXN2 expr inh: reduces ATXN2 reporter expression in HEK-293 cells | 360,000 compounds, 0.72% hits | HEK-293 ATXN2-luciferase reporter, luminescence, 24 h | Potency, µM (titrated, usually from 57 µM), for inactives: at the highest dose activity change, negative = inhibition, actives largely listed as inhibitors; further: potency means the concentration at half of the fitted maximal effect; on the % scale 0 is the no-effect control and ±100 the full control effect; nearly all actives have a fitted effect of over 55% in size
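qHTS (up to 57 uM final) was run with 24 h compound exposure of reporter cells at 37 °C. Each well was multiplexed: SteadyGlo luminescence measured ATXN2-luciferase expression after a fluorogenic Gly-Phe-AFC viability readout (25 uM final).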
HT1080NT lethal: kills 2HG-producing HT-1080-NT fibrosarcoma cells; HT-1080-NT fibrosarcoma viability, CellTiter-Glo ATP luminescence, 48 h; Potency, µM (titrated, usually from 46.1 µM), without a hit: top-dose activity, negative = less viability, actives largely listed as cytotoxic; 360,000 compounds, 1.6% hits; AID 686970;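 further: NT is the 2HG producing partner of a matched IDH1 knockdown line; potency means the concentration at half of the fitted maximal effect; 0% = DMSO-treated cells and -100% = media-only wells without cells; nearly all actives have a fitted effect of over 55% in size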
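Read-out is CellTiter-Glo luminescence after 10 minutes at room temperature, following 48 hours' compound treatment of HT-1080-NT cells (750 cells/well, RPMI, 5% FBS, 37 degrees C).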
Numbers without * were called inactive; i = inactive; ? = inconclusive; / = not tested or not shown; [ ] = another dose, or the depositor's remark. Unless noted, the call rests on the fitted dose curve; in most records, active means well fitted curve in the direction sought with a large enough effect; inconclusive means small, poorly fitted or top-dose-only effect, or another doubt; inactive means no such curve, though single readings can be large; an effect the other way counts as inactive or inconclusive.

SMILES	KB-V1 cytotox	MCF10A rereplic	S2 tox	SW480 rereplic	IL-1B inflam inh	KB-3-1 tox	HT1080 IDH1KD tx	ATXN2 expr inh	HT1080NT lethal
O=C(CN1C(=O)C2C3CC(C(Br)C3Br)C2C1=O)Nc1ccc(C(=O)O)cc1 (centres undefined)	3%	-1%	i	-10%	27	0%	-2%	/	0%
CC(O)C(NS(=O)(=O)c1ccc(Cl)cc1)C(=O)OCc1cc([N+](=O)[O-])cc2c1OCOC2 (centres undefined)	-25%	6%	i	-1%	-11	1%	-4%	-30%	2%
Cc1cccc(C)c1NC(=O)CNC(=O)C(C)N(C)CC(=O)Nc1ccc(F)cc1 (centres undefined)	-4%	?	i	5%	2	-14%	-6%	-7%	-10%
COc1ccc(NC(=O)CN2CCCN(S(=O)(=O)c3ccc(F)cc3)CC2)c(OC)c1	14%	20%	?	-3%	38	3%	-1%	-14%	9%
Cc1ccc(N(CC(O)CN2CCCCC2)S(=O)(=O)c2ccccc2)cc1 (centres undefined)	-16%	1%	i	2%	-1	22%	-8%	-10%	1%
COc1ccc(-n2ncc(C(=O)NC3CC3)c2C2CCN(C(=O)OC(C)(C)C)CC2)cc1	0%	-3%	i	1%	14	13%	7%	-2%	5%
Nc1cc(=O)[nH]c(=S)n1-c1ccccc1	-4%	9%	i	4%	0	-9%	1%	-3%	-2%
NC(CC(=O)NC(c1ccccc1)(c1ccccc1)c1ccccc1)C(=O)O (centres undefined)	3%	0%	i	-10%	6	-6%	6%	/	5%
CC(C)CCn1nnnc1C(C(C)C)N1CCC(C(N)=O)CC1 (centres undefined)	0%	-1%	i	-5%	18	-1%	13%	4%	13%
CCN1C(=O)/C(=C\N(C)C)S/C1=N\S(=O)(=O)c1ccc(C)cc1	?	0%	i	-8%	76	-7%	-2%	20%	3%
CCSc1nncn1/N=C/c1ccc(OC)c(OC)c1	?	6%	i	-2%	-26	18%	-1%	8%	-7%
COc1cc(C(=O)NCCC(C)C)c([N+](=O)[O-])cc1OC	-1%	?	i	48%	-18	-11%	-4%	3%	7%
Cc1oc(CSCC2CCCO2)cc1C(=O)O (centres undefined)	-11%	-2%	i	1%	1	-2%	18%	10%	18%
NS(=O)(=O)c1ccc(NC(=S)NC(=O)c2cccc(Br)c2)cc1	-29%	-1%	i	-2%	?	-12%	-28%	-7%	-28%
COc1ccc(C2/C=C\CN(C(=O)NC(C)C)CC(=O)N2Cc2ccc(F)cc2)cc1 (centres undefined)	?	28%	i	-6%	10	2%	-3%	-15%	-1%
C[N+](C)(C)CCNC(=O)c1c[nH]c2ccccc12	19%	/	i	/	24	30%	7%	-6%	18%
Cc1ccc(C(=O)NCCNC(=O)CN2CCOCC2)cc1	-1%	-9%	?	?	8	21%	15%	4%	8%
CCC(COC)NC(=O)c1ccc(OC)c(OC2CCN(C(C)=O)CC2)c1 (centres undefined)	0%	-4%	?	-1%	14	1%	12%	-6%	7%
Cc1ccc(N2CC(=O)N(NC(=O)Nc3ccc(Cl)c(Cl)c3)CC2=O)cc1	8%	-1%	i	0%	-4	-2%	-2%	-23%	-6%
Cc1sc(NC(=O)CSc2nnc(CCNC(=O)c3cccs3)n2C)nc1-c1ccccc1	?	?	i	3%	6	13%	-19%	14%	-1%

A run of entries of the results above, as a working copy:
SMILES	KB-V1 cytotox	MCF10A rereplic	S2 tox	SW480 rereplic	IL-1B inflam inh	KB-3-1 tox	HT1080 IDH1KD tx	ATXN2 expr inh	HT1080NT lethal
NC(CC(=O)NC(c1ccccc1)(c1ccccc1)c1ccccc1)C(=O)O (centres undefined)	3%	0%	i	-10%	6	-6%	6%	/	5%
CC(C)CCn1nnnc1C(C(C)C)N1CCC(C(N)=O)CC1 (centres undefined)	0%	-1%	i	-5%	18	-1%	13%	4%	13%
CCN1C(=O)/C(=C\N(C)C)S/C1=N\S(=O)(=O)c1ccc(C)cc1	?	0%	i	-8%	76	-7%	-2%	20%	3%
CCSc1nncn1/N=C/c1ccc(OC)c(OC)c1	?	6%	i	-2%	-26	18%	-1%	8%	-7%
COc1cc(C(=O)NCCC(C)C)c([N+](=O)[O-])cc1OC	-1%	?	i	48%	-18	-11%	-4%	3%	7%
Cc1oc(CSCC2CCCO2)cc1C(=O)O (centres undefined)	-11%	-2%	i	1%	1	-2%	18%	10%	18%
NS(=O)(=O)c1ccc(NC(=S)NC(=O)c2cccc(Br)c2)cc1	-29%	-1%	i	-2%	?	-12%	-28%	-7%	-28%
COc1ccc(C2/C=C\CN(C(=O)NC(C)C)CC(=O)N2Cc2ccc(F)cc2)cc1 (centres undefined)	?	28%	i	-6%	10	2%	-3%	-15%	-1%
C[N+](C)(C)CCNC(=O)c1c[nH]c2ccccc12	19%	/	i	/	24	30%	7%	-6%	18%
Cc1ccc(C(=O)NCCNC(=O)CN2CCOCC2)cc1	-1%	-9%	?	?	8	21%	15%	4%	8%
CCC(COC)NC(=O)c1ccc(OC)c(OC2CCN(C(C)=O)CC2)c1 (centres undefined)	0%	-4%	?	-1%	14	1%	12%	-6%	7%
Cc1ccc(N2CC(=O)N(NC(=O)Nc3ccc(Cl)c(Cl)c3)CC2=O)cc1	8%	-1%	i	0%	-4	-2%	-2%	-23%	-6%
Cc1sc(NC(=O)CSc2nnc(CCNC(=O)c3cccs3)n2C)nc1-c1ccccc1	?	?	i	3%	6	13%	-19%	14%	-1%

Part of the list above in order of number of heavy atoms, low to high:
SMILES	KB-V1 cytotox	MCF10A rereplic	S2 tox	SW480 rereplic	IL-1B inflam inh	KB-3-1 tox	HT1080 IDH1KD tx	ATXN2 expr inh	HT1080NT lethal
NS(=O)(=O)c1ccc(NC(=S)NC(=O)c2cccc(Br)c2)cc1	-29%	-1%	i	-2%	?	-12%	-28%	-7%	-28%
COc1ccc(C2/C=C\CN(C(=O)NC(C)C)CC(=O)N2Cc2ccc(F)cc2)cc1 (centres undefined)	?	28%	i	-6%	10	2%	-3%	-15%	-1%
Cc1sc(NC(=O)CSc2nnc(CCNC(=O)c3cccs3)n2C)nc1-c1ccccc1	?	?	i	3%	6	13%	-19%	14%	-1%

Going on with the list.
SMILES	KB-V1 cytotox	MCF10A rereplic	S2 tox	SW480 rereplic	IL-1B inflam inh	KB-3-1 tox	HT1080 IDH1KD tx	ATXN2 expr inh	HT1080NT lethal
COc1cc(C(=O)Nn2c(O)c(C3=c4ccccc4=NC3=O)sc2=S)ccc1O	9%	-2%	i	-7%	0	3%	-11%	/	-3%
COc1ccc(C(=O)c2c(N)c(C(=O)Nc3ccccc3Cl)c3ccccn23)cc1	25%	/	i	/	/	-4%	/	-8%	/
Cc1cccc(-n2c(SCCC(=O)O)nnc2-c2cccs2)c1C	20%	-5%	i	-4%	8	8%	12%	8%	6%
CCCN1CCN(C(=O)c2c(Cl)cnn2C)CC1	-10%	0%	i	-5%	29	1%	6%	-2%	-1%
O=C(Nc1ccc2[nH]c(=S)sc2c1)Nc1ccccc1F	-4%	9%	i	-4%	1	?	-14%	/	-24%
O=Cc1ccc(-c2c(-c3ccccc3)oc3c2C(OCCCCO)CCC3)o1 (centres undefined)	-9%	/	?	/	-3	-25%	?	-19%	?
CCOC(=O)Cc1csc(NC(=O)CSc2nnc(C(C)C)n2CC)n1	13%	1%	i	0%	8	-1%	14%	1%	10%
C=CCN1C(=O)C(CC(=O)Nc2ccc(C)cc2)SC1=Nc1c(C)n(C)n(-c2ccccc2)c1=O (centres undefined)	0%	?	i	-2%	24	-13%	-2%	3%	10%
CCN(CC)c1ccc(NC(=O)CN2CCN(c3ccccc3OC)CC2)cc1	-15%	/	?	/	/	3%	/	-12%	/
C=CCNC(=O)c1ccccc1NC(=O)C1CCN(S(=O)(=O)c2ccc(SC)cc2)CC1	?	-1%	i	-1%	-16	-1%	0%	-10%	-12%
O=C(N[C@@H]1C/C=C\C[C@H](CC(=O)N(CCO)Cc2ccccc2)C(=O)N[C@@H](Cc2ccccc2)COC1=O)OCC1c2ccccc2-c2ccccc21	5%	13µM*	?	?	17	?	-12%	?	-10%
Cc1onc(-c2ccccc2Cl)c1C(=O)Oc1cc(N)n(S(=O)(=O)c2ccc(F)cc2)n1	14%	?	i	16%	-7	5%	?	-33%	?
OC(c1ccccc1)c1ncc(-c2ccccc2Cl)[nH]1 (centres undefined)	3%	/	i	/	0	0%	2%	66%[activator]	-3%
O=C1NC(=O)/C(=C/c2ccccn2)S1	22%	?	i	-2%	9	1%	-2%	23%	1%
CC(C)[C@H](NC(=O)OCc1ccccc1)C(=O)N[C@@H](Cc1c[nH]c2ccccc12)C(=O)O	12%	-21%	i	-6%	10	15%	0%	5%	0%
COc1cccc(NC(=O)C2CCCN2S(=O)(=O)c2ccc3nc(-c4ccccc4)[nH]c3c2)c1 (centres undefined)	?	/	?	/	/	?	/	?	/
O=C(C1CCCO1)N1CCN(S(=O)(=O)c2ccc(Br)cc2)CC1 (centres undefined)	-9%	-10%	i	-8%	2	-13%	2%	4%	-2%
CCOC(=O)N/N=C\c1ccc(C)s1	0%	16%	i	-10%	?	0%	14%	26%	30%
Cc1nc2ccc(NC(=O)c3ccc(=O)[nH]c3)cc2s1	?	0%	i	-5%	20	-23%	7%	14%	16%
Cc1nc2cc(NC(=O)c3ccc(Cl)cc3)ccc2n1C	7%	-2%	i	?	0	4%	0%	-28%	-8%
CCCCCCn1cc(CN2CC(N3CCN(C4CCN(C)CC4)CC3)CS2(=O)=O)nn1 (centres undefined)	-5%	/	i	/	33	0%	16%	11%	13%
Cc1nc2c(-c3ccccc3)c(C)[nH]n2c(=O)c1Cc1ccc(C(C)C)cc1	?	/	i	/	/	-32%	/	?	/
O=C(Nc1ccc(-c2noc(CCc3ccccc3)n2)cc1)c1cccnc1	16µM*	16µM*	?	-4%	?	?	?	-25%	?
FC(F)(F)c1cccc(CNC(=S)Nc2ccccc2)c1	-30%	0%	i	?	-79*	-3%	-2%	-9%[11.3 µM]	-22%

Compound activity from PubChem.
